# Assay outcomes deposited in PubChem BioAssay by several laboratories.
# sEH activator: activators of human soluble epoxide hydrolase. purified human sEH enzymatic activity, activator screen. activation, % at 2 µM. 91,000 compounds, 0.04% hits. AID 717; in the data active means activation above about 37%; further: values of inactives mirror those of a sister screen read the other way
# Target sequence (P34913 whole entry, looked up): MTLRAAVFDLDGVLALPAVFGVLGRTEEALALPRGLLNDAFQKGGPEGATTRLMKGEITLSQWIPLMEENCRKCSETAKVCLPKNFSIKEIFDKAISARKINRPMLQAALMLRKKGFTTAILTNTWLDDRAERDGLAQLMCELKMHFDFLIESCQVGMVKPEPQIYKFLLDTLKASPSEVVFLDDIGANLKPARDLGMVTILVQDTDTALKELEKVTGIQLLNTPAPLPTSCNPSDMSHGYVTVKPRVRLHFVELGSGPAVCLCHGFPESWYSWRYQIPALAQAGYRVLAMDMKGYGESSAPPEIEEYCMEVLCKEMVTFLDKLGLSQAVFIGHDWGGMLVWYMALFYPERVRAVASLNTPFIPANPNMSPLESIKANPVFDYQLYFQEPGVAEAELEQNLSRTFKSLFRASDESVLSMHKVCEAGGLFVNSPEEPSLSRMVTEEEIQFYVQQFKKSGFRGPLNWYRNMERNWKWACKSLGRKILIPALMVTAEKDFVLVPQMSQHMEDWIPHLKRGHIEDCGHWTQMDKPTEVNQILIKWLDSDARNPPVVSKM
# ERa SRC1 pot: enhances coactivator binding to human estrogen receptor alpha | P03372 | TR-FRET ERalpha-LBD/SRC-Cy5 coactivator binding, 2 h; 100 = basal binding, no effect | coactivator binding (% of control), % at 25.6 µM | 86,000 compounds, 1.3% hits | AID 639; in the data active means activity above about 200%;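 further: binding measured in presence of low estradiol as agonist stimulus; 0% = peptide alone without receptor and 100% = receptor with peptide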
# Target sequence (P03372 whole entry, looked up, the tested form may be a part): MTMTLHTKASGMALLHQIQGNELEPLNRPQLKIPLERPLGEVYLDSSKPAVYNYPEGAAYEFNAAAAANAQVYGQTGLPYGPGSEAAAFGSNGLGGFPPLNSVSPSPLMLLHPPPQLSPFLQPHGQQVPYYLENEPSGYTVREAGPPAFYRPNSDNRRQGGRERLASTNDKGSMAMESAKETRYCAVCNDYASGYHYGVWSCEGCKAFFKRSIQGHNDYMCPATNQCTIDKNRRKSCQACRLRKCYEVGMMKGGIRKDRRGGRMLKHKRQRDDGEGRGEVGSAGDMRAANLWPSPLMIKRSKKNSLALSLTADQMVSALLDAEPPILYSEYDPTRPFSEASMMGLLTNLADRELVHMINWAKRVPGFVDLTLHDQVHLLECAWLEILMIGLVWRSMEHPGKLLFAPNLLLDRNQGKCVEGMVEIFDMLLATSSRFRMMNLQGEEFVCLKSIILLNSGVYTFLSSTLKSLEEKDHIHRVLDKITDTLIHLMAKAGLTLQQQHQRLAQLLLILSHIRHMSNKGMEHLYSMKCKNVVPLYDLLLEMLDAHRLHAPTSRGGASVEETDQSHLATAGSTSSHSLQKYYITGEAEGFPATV
# CD11b adhes inh: blocks human CD11b/CD18 adhesion to fibrinogen; P05107+P11215; K562 CD11b/CD18 adhesion to fibrinogen, ATPlite luminescence; Mn2+ added to activate the integrin; inhibition, % at 10 µM; 93,000 compounds, 0.54% hits; AID 1497;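 active means primary inhibition of 50% or more at 10 µM, then 40% or more on retest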; further: some results filed as inactive read as strong as hits
# MT1-MMP txn act: activates MT1-MMP transcription; HT1080 MT1-MMP promoter luciferase reporter, luminescence, overnight; hits give high values; AID 750; 86,000 compounds, 0.16% hits; activation factor at 10 µM;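 active means activation factor of at least 2 for MT1-MMP transcription at 10 µM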
# sEH inh: inhibitors of human soluble epoxide hydrolase. 91,000 compounds, 0.34% hits. inhibition, % at 2 µM. recombinant human sEH enzymatic activity assay. P34913; in the data active means inhibition above about 80%; further: values of inactives mirror those of a sister screen read the other way; many of its hits are not listed in these tables
# Calb biofilm kill: kills Candida albicans biofilms. inhibition, % at 6 µM. 85,000 compounds, 0.14% hits. C. albicans biofilm + clotrimazole, Alamar Blue;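 active means inhibition above 20%; inactive means inhibition below 20%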;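 further: preformed 24 hr biofilms exposed to compound for 48 hr; 0% = biofilm without compound and 100% = blank killed by clotrimazole plus chlorhexidine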
# Mac1 fbg enh: CD11b/CD18-fibrinogen binding enhancement. P05107+P11215. K562 CD11b/CD18 adhesion to fibrinogen, ATPlite luminescence. 93,000 compounds, 0.07% hits. activation, % at 10 µM;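 active means 10 µM primary screen giving 50% or more activity, confirmed by 40% or more on retest at that dose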; further: strong numbers were not always called active; reference of the scale not given here
# ERb SRC1 inh: blocks coactivator binding to human estrogen receptor beta. inhibition, % at 25.6 µM. Q92731. AID 633. TR-FRET ER-beta LBD / SRC1-Cy5 peptide binding; receptor agonist-loaded with 1 µM estradiol. 86,000 compounds, 1.3% hits;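 active means compounds whose percent inhibition of the receptor-coactivator binding signal exceeds about 50% in the single-dose screen, limit read from the data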;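 further: 0% = receptor plus peptide wells without compound and 100% = peptide-only wells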
# Smad3 inh: Smad3 (human) transcription factor binding inhibition; P84022; TR-FRET Smad3/Dy647-FoxH1 peptide binding, europium anti-His; inhibition, % at 25 µM; 88,000 compounds, 0.29% hits;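 active means compounds that reduce the energy-transfer binding signal between the protein and its labelled peptide by more than half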;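 further: 0% = Smad3 plus labelled peptide maximal FRET and 100% = peptide-only background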
# Active calls of the source: *; · = not tested or not shown; [ ] = remark or other dose.
compound	sEH activator	ERa SRC1 pot	CD11b adhes inh	MT1-MMP txn act	sEH inh	Calb biofilm kill	Mac1 fbg enh	ERb SRC1 inh	Smad3 inh
CCOC(=O)C1C(=O)C=C(N2CCOCC2)CC1c1cccc(OC)c1 (stereo unspecified)	-2	124	16	1	1	7	-3	-5[fluorescence artefact?]	7
CSCCC(NC(=O)c1ccco1)C(=O)NCc1ccc(F)cc1 (stereo unspecified)	2	·	-2	·	0	·	0	·	·
Cc1ccc(Cn2nnc3c(=O)n(CC(=O)c4ccccc4)cnc32)cc1	-11	103[fluorescence artefact?]	-47	1	10	13	0	4[fluorescence artefact?]	13[fluorescence artefact?]
COc1cc(C)nc(N2CCCC(C(=O)NC3CCC(C)CC3)C2)n1 (stereo unspecified)	·	115[fluorescence artefact?]	10	1.8	·	-4	2	2	1
CCCOc1ccccc1Nc1nnc(C)c(=O)[nH]1	-12	91	-6	1.1	11	6	0	-11[fluorescence artefact?]	-1
O=C(COC(=O)c1ccc(Br)o1)Nc1ccc(S(=O)(=O)N2CCCC2)cc1	-35	105	·	1.1	37	8	·	4	2
CCOc1ccc(N2C(=O)C3CCCN3C2=O)cc1 (stereo unspecified)	·	101	-5	1.1	·	2	-3	-1	-13
O=C(NC1CCCC1)C(c1ccccc1)N(Cc1ccco1)C(=O)Cc1cccs1 (stereo unspecified)	-6	98	·	1	6	6	·	-6	4
Cc1nnc(NC(=O)CSc2nnc3scc(-c4ccc(C)c(C)c4)n23)s1	3	259*	-6	1.1	-3	3	-4	-15[fluorescence artefact?]	0
O=C(c1cc(-c2ccc(Cl)cc2)on1)N1CCOCC1	19	·	-34	0.8	-16	·	-4	·	·
COc1ccc2nc(-c3ccccc3)[nH]c2c1	5	102[fluorescence artefact?]	18	0.5	-4	0	3	25	-8[fluorescence artefact?]
COc1cccc(N(CC(=O)Nc2cccc(N(C)S(C)(=O)=O)c2)S(C)(=O)=O)c1	3	98	-2	1	1	8	-1	-10[fluorescence artefact?]	-4
CCN(c1ccccc1)S(=O)(=O)c1ccc(OCC(=O)Nc2cc(C)on2)cc1	4	111	-11	1.1	0	5	-2	-9	8
Cc1ccccc1OCCn1cnc2c(N)ncnc21	1	117[fluorescence artefact?]	·	1.1	2	6	·	-3	7
O=C(O)c1cc(S(=O)(=O)Nc2ccc3oc(=O)sc3c2)ccc1O	0	60	-9	0.9	0	6	-2	55*[fluorescence artefact?]	-8
CC(=O)C1=C(O)C(=O)N(CCNCCO)C1c1ccccc1 (stereo unspecified)	-5	90	·	1.2	4	3	·	-12	-2
Clc1ccc(CSc2ncccn2)cc1	1	95	3	·	-1	-4	-2	0[fluorescence artefact?]	-11
Cc1ccc(S(=O)(=O)N2CCC(C(=O)N[C@H](C(=O)N3CCN(C)CC3)C(C)C)CC2)cc1	-3	122	-7	1	6	2	0	-11[fluorescence artefact?]	10
CCC(=O)Nc1ccc2oc(-c3ccccc3Br)nc2c1	10	103	20	1.2	-12	5	0	9[fluorescence artefact?]	8
NS(=O)(=O)c1ccc(CCNC(=O)C2Cc3ccccc3CN2C(=O)c2ccco2)cc1 (stereo unspecified)	5	·	5	·	-4	·	-6	·	·
CCOC(=O)N1CCN(S(=O)(=O)c2c(C)nn(C)c2C)CC1	-9	114	-16	1.1	10	0	-4	-2	-8
Cn1c(=O)c(=O)n(C)c2cc(S(=O)(=O)N3CCN(C4CCCCC4)CC3)ccc21	7	104	10	·	-6	11	-5	1[fluorescence artefact?]	0
Cc1csc(NC(=O)C2CCCO2)n1 (stereo unspecified)	3	96	0	1.2	-4	6	2	1	0
CCc1nnc(NC(=O)c2ccc(S(=O)(=O)N3CCN(Cc4ccccc4)CC3)cc2)s1	·	109	-12	1.1	·	4	2	-24	2
O=C(O)CSc1nc(-c2ccccc2)cc(=O)[nH]1	14	·	4	·	-12	·	-6	·	·
COc1cccc(N2C(=O)N(c3ccccc3)C3CS(=O)(=O)CC32)c1 (stereo unspecified)	3	·	-14	1	-5	·	1	·	·
c1ccc(-c2nnc(-c3cccc(-c4nnc(-c5ccccc5)o4)c3)o2)cc1	2	189	·	1.1	1	-3	·	16[fluorescence artefact?]	1
CCOc1ccccc1-c1nc(C(N)=O)c2[nH]c(=O)n(-c3cccc(C)c3)c2n1	4	102[fluorescence artefact?]	-15	1.1	0	-6	2	-2	17
Cc1ccc(C=C2C(=O)c3ccccc3C2=O)s1	4	·	8	·	-1	·	-4	·	·
N#Cc1nc(-c2ccc(OCc3ccccc3)cc2)oc1NCc1cccnc1	6	92	6	1.1	-8	6	-4	-6	2
CCOC(=O)CN(C(=O)CSc1nnc2c(n1)[nH]c1ccccc12)c1ccccc1	17	87	0	1.1	-20	-2	0	2[fluorescence artefact?]	-4
CCCCCC1CCC(C(=O)O)CC1 (stereo unspecified)	-3	124	17	1.3	2	8	-2	3	5

# Reformatted: results already given.
# Sequence of screens – sEH activator	ERa SRC1 pot	CD11b adhes inh	MT1-MMP txn act	sEH inh	Calb biofilm kill	Mac1 fbg enh	ERb SRC1 inh	Smad3 inh
> COc1cccc(N(CC(=O)Nc2cccc(N(C)S(C)(=O)=O)c2)S(C)(=O)=O)c1
    3	98	-2	1	1	8	-1	-10[fluorescence artefact?]	-4
> NS(=O)(=O)c1ccc(CCNC(=O)C2Cc3ccccc3CN2C(=O)c2ccco2)cc1 (stereo unspecified)
    5	·	5	·	-4	·	-6	·	·

# (continued)
compound	sEH activator	ERa SRC1 pot	CD11b adhes inh	MT1-MMP txn act	sEH inh	Calb biofilm kill	Mac1 fbg enh	ERb SRC1 inh	Smad3 inh
Cc1ccc(-c2nc(C#N)c(NCCN3CCCCC3)o2)cc1	4	125	-16	1	-6	3	3	-12	12[fluorescence artefact?]
O=C(/C=C/NNC(=O)c1ccccc1)c1ccc(Br)cc1	-16	96	17	1	18	6	-3	-5	10
CC(=O)c1cccc(Nc2nc(-c3cccc([N+](=O)[O-])c3)cs2)c1	0	·	34	·	0	·	4	·	·
COc1ccc(C2(CNC(C)=O)CCOCC2)cc1OC	·	113	-20	1.1	·	1	-4	-5[fluorescence artefact?]	-2
O=C1CC(c2ccccc2)n2nc(NC(=O)c3cccs3)nc2N1 (stereo unspecified)	4	118	-6	1	-5	9	-1	3[fluorescence artefact?]	-2
CCN1C(=O)c2ccccc2S(=O)(=O)c2ccc(C(=O)N3CCOCC3)cc21	·	90	-12	·	·	-3	4	-4	8
Cn1cnnc1SCc1cccc(Br)c1	9	89	·	1	-5	2	·	52*[fluorescence artefact?]	-13
CCCCNC(=S)NNC(=O)c1nn(C)c(C)c1Cl	-11	62	·	1.1	13	8	·	-9[fluorescence artefact?]	-10

# Carrying on.
# Short forms – A = sEH activator; B = ERa SRC1 pot; C = CD11b adhes inh; D = MT1-MMP txn act; E = sEH inh; F = Calb biofilm kill; G = Mac1 fbg enh; H = ERb SRC1 inh; I = Smad3 inh
> Cc1cc(NC(=O)CSc2nnc(Cc3ccccc3)o2)no1
  A: 7; B: 98; C: 7; D: 1.2; E: -4; F: 2; G: 1; H: -19; I: 12

> Cc1cc(C)nc(NS(=O)(=O)c2ccc(NC(=S)NC(=O)C3CCCC3)cc2)n1
  A: 3; B: 69; C: -2; D: 1; E: -5; F: 5; G: -4; H: 14; I: 12

> CCCCOC(=O)C1=C(C)NC2(O)c3ccccc3C(=O)C12O (stereo unspecified)
  A: 11; B: 109; C: 42; D: 1; E: -10; F: 7; G: 0; H: 9[fluorescence artefact?]; I: 38

> NC(=O)COC(=O)CCCc1nc2ccccc2s1
  A: 0; B: 85; C: -5; D: 1.1; E: -1; F: 6; G: -1; H: -3; I: 11

> CC(C)[C@H](NC(=O)Nc1ccc2c(c1)OCCO2)C(=O)O
  A: -3; B: ·; C: 2; D: 1.4; E: 2; F: ·; G: 3; H: ·; I: ·

> O=C(CC1CCCCC1)c1c(O)c2ccccc2oc1=O
  A: 2; B: 95; C: 46; D: 1; E: 1; F: 8; G: -4; H: 23; I: 0

> O=C(CCc1ccccc1)Nc1ccc(NC(=O)C2CC2)nc1
  A: 11; B: 130; C: 1; D: 1.2; E: -10; F: 7; G: -3; H: -1; I: 9

> C=CCn1cc(-c2ccccc2)cc(C#N)c1=O
  A: 16; B: 112; C: -14; D: 1; E: -17; F: 4; G: -2; H: 2[fluorescence artefact?]; I: -3

> COC(=O)C1CCN(C(=O)N2CCOCC2)CC1
  A: 2; B: 100; C: 2; D: 1; E: -3; F: 8; G: -4; H: -5; I: 2

> CNc1nn(-c2cccc(Cl)c2)nc1N
  A: ·; B: 172[fluorescence artefact?]; C: -5; D: 1.6; E: ·; F: -1; G: -2; H: -15[fluorescence artefact?]; I: 7

# Retrieved one by one from the entries so far:
# Short forms – A = sEH activator; B = ERa SRC1 pot; C = CD11b adhes inh; D = MT1-MMP txn act; E = sEH inh; F = Calb biofilm kill; G = Mac1 fbg enh; H = ERb SRC1 inh; I = Smad3 inh
> C=CCn1cc(-c2ccccc2)cc(C#N)c1=O
  A: 16; B: 112; C: -14; D: 1; E: -17; F: 4; G: -2; H: 2[fluorescence artefact?]; I: -3

> NC(=O)COC(=O)CCCc1nc2ccccc2s1
  A: 0; B: 85; C: -5; D: 1.1; E: -1; F: 6; G: -1; H: -3; I: 11

> CNc1nn(-c2cccc(Cl)c2)nc1N
  A: ·; B: 172[fluorescence artefact?]; C: -5; D: 1.6; E: ·; F: -1; G: -2; H: -15[fluorescence artefact?]; I: 7

> O=C(CCc1ccccc1)Nc1ccc(NC(=O)C2CC2)nc1
  A: 11; B: 130; C: 1; D: 1.2; E: -10; F: 7; G: -3; H: -1; I: 9

> Cc1cc(C)nc(NS(=O)(=O)c2ccc(NC(=S)NC(=O)C3CCCC3)cc2)n1
  A: 3; B: 69; C: -2; D: 1; E: -5; F: 5; G: -4; H: 14; I: 12

# (next part)
# Short forms – A = sEH activator; B = ERa SRC1 pot; C = CD11b adhes inh; D = MT1-MMP txn act; E = sEH inh; F = Calb biofilm kill; G = Mac1 fbg enh; H = ERb SRC1 inh; I = Smad3 inh
> O=S(=O)(c1ccc2ccccc2c1)N1CCC(c2nc(-c3ccncc3)no2)CC1
  A: -3; B: 109; C: ·; D: 1.2; E: 9; F: 6; G: ·; H: -14[fluorescence artefact?]; I: 9

> CCc1nc(C)ccc1OCC(=O)O
  A: 3; B: 120; C: -36; D: 1.1; E: -4; F: ·; G: -1; H: -3; I: 3

> O=C(NCCN1CCOCC1)c1c(F)c(F)c(F)c(F)c1F
  A: -1; B: 105; C: -9; D: ·; E: 4; F: 4; G: 5; H: -29[fluorescence artefact?]; I: -4

> CCOC(=O)N1CCN(S(=O)(=O)c2cc(Br)cc3c2N(C(=O)C2CC2)CC3)CC1
  A: ·; B: 117; C: -7; D: 1.1; E: ·; F: 10; G: -2; H: 6; I: 9

> CC(=O)N(C)C1=C(O)c2ccccc2C(=O)C1=O
  A: 10; B: ·; C: 6; D: ·; E: -9; F: ·; G: -2; H: ·; I: ·

> COc1cc(/C=C/C(C)=O)cc(OC)c1OC
  A: 6; B: 94; C: -5; D: 1; E: -4; F: 4; G: -2; H: -2; I: 10

> COc1ccc(-c2nnc(N)s2)cc1
  A: -12; B: 125[fluorescence artefact?]; C: 2; D: 1.3; E: 10; F: 10; G: -2; H: -11; I: -6

> Nc1nonc1C(=O)NCCNCc1ccccc1
  A: 0; B: ·; C: -2; D: ·; E: 1; F: ·; G: -2; H: ·; I: ·

> CC(C)OC(=O)CSc1nnc(-c2ccco2)n1N
  A: 12; B: 97; C: -10; D: 1.1; E: -9; F: 5; G: -2; H: -19; I: 5

> Cc1c(NC(=S)/C=C2\N(C)c3ccccc3C2(C)C)c(=O)n(-c2ccccc2)n1C
  A: 7; B: 87; C: ·; D: 1.2; E: -7; F: 5; G: ·; H: -7; I: -2

> NC(=O)CSc1nnc(-c2cccc(S(=O)(=O)N3CCOCC3)c2)n1C1CCCCCC1
  A: 6; B: 102; C: -26; D: 1.1; E: -8; F: 6; G: -5; H: -1; I: -3

> CCCCOc1ccc(NC2=NC3(CCCCC3)N=C(N)N2)cc1
  A: 17; B: 96; C: 0; D: 1.2; E: -16; F: 5; G: 0; H: -20; I: 1

# A portion of the library. The share of hits here may be higher or lower than overall.
